tim23-1 inh – tim23-1 yeast growth inhibition | S. cerevisiae tim23-1 growth, BacTiter-Glo luminescence, 24 h | 1.3% of 330,000 active | inhibition, % at 20 µM;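 active = growth inhibition of the mutant yeast at or above 50%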;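 also: temperature-sensitive mutant grown at 25 °C; plate controls were DMSO-treated mutant yeast for no effect and medium wells lacking yeast for full effect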
EBI2 antag – antagonists of human EBI2 receptor; P32249; EBI2 beta-arrestin recruitment, luminescence, 7a,25-OHC stimulated; inhibition, % at 5 µM; 0.81% of 360,000 active; AID 651636; in the data active = inhibition above about 38%;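 also: enzyme fragment complementation signal reports receptor beta-arrestin coupling in cells; 0% = agonist plus DMSO wells and 100% = wells without agonist; some results beyond the cut were filed as inactive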
Target sequence (P32249 whole entry, looked up, the tested form may be a part): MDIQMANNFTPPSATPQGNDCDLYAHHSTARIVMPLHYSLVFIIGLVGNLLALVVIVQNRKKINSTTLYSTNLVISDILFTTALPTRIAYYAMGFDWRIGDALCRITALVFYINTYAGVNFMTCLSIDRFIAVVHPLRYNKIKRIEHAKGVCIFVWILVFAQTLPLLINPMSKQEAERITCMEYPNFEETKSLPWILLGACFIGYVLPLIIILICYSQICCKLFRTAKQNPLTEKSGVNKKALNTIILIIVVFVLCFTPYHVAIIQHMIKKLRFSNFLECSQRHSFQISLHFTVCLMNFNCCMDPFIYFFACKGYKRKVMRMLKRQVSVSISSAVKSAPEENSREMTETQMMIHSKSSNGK
APJ agonist – APJ receptor agonism; AID 2520; activation, % at 20 µM; 0.11% of 330,000 active; CHO-K1 APJ PathHunter beta-arrestin, luminescence; 0% DMSO wells, 100% apelin; P35414;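 active = activation more than six SD over the plate average, tested at 20 µM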;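 also: 0% = DMSO alone and 100% = apelin-13 at 10 nM; some results filed as inactive read as strong as hits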
Target sequence (P35414 whole entry, looked up): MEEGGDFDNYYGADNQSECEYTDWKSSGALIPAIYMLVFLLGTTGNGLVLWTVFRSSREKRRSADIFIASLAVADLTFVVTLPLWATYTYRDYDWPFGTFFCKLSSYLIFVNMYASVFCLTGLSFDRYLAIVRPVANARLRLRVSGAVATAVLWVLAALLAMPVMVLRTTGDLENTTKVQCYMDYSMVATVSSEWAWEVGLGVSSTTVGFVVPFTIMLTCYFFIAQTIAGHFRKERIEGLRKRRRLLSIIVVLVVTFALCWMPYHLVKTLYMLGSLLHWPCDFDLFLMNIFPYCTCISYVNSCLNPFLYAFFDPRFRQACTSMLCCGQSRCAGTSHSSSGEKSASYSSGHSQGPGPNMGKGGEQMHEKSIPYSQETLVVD
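assay system = CHO-K1 APJ beta-arrestin complementation cell line | input = cell density 1000 per well | dosing = compound 20 µM once, DMSO 1% | timing = compound 90 min 25 °C, reagent 1 h | measured by = luminescence from split beta-galactosidase complementation, Galacton Star/Emerald II substrate | read-out basis = APJ agonist activity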
XBP1 UPR activ – activators of adaptive arm of unfolded protein response (XBP1); CHO-XBP1 luciferase reporter, IRE1-XBP1 UPR activation, luminescence; percent of tunicamycin response, DMSO as zero; activation, % at 20 µM; 0.33% of 330,000 active; AID 463104;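 active = versus positive control, 20 µM dose yields 30% or more activation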;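 also: 100% = tunicamycin at 10 µg/mL and 0% = DMSO only wells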
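Material – CHO cell line with stable XBP1 luciferase reporter · Buffer or medium – F12 plus 10% FBS · Compound – single point, 20 µM final compound, 1% DMSO · Schedule – 16-18 h cell attachment at 37 °C, then 6 h compound exposure · Signal – Steady-Glo luminescence read · Benchmarks – high control tunicamycin 10 µg/mL final, low control DMSO vehicle only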
CXCR6 block – blocks human CXCR6 beta-arrestin recruitment | O00574 | CHO-K1 PathHunter CXCR6 beta-arrestin, luminescence | inhibition, % at 20 µM | 0.36% of 360,000 active | AID 602244; in the data active = inhibition above about 34%, passing the limit was not always enough;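 also: antagonist mode with CXCL16 agonist at 10 nM final; 0% = 10 nM CXCL16 with DMSO and 100% = unstimulated wells without agonist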
Target sequence (O00574 whole entry, looked up): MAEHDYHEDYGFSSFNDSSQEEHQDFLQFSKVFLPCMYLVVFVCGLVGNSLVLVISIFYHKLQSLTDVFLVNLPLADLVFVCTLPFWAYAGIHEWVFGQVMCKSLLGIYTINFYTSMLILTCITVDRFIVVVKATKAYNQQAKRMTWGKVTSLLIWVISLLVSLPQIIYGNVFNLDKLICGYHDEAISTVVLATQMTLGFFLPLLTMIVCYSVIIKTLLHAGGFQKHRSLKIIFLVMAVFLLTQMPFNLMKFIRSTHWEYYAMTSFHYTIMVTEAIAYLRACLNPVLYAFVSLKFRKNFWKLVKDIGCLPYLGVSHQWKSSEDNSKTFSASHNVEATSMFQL
Mdm2 MdmX PPI – disrupts the human Mdm2-MdmX interaction | AID 485346 | inhibition, % at 8 µM | 3% of 330,000 active | O15151+Q00987 | SaOS-2 split-luciferase Mdm2/MdmX complementation, luminescence;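 active = inhibition of at least 50% at 8 µM in the primary screen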
APJ antag – blocks the human apelin receptor APJ | AID 2521 | CHO-K1 APJ beta-arrestin complementation, luminescence | inhibition, % at 20 µM | P35414 | 0.32% of 330,000 active;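 active = inhibition above about 40% at 20 µM, limit read from the data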;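 also: cells challenged with 10 nM apelin-13 agonist together with compound; plate controls were apelin-13 plus DMSO wells for no effect and DMSO wells lacking apelin-13 for full effect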
CCR6 antagonist – CCR6 (human) receptor antagonism; CHO-K1 CCR6 PathHunter beta-arrestin, luminescence, CCL20-stimulated; inhibition, % at 20 µM; P51684; 0.49% of 340,000 active; AID 493098;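 active = compounds whose inhibition of the agonist-driven luminescence signal at 20 µM reaches about 50%, limit read from the data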;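 also: cells stimulated with CCL20 at 14 nM final; plate controls were DMSO with CCL20 for no effect and DMSO without agonist for full effect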
CHOP UPR activ – apoptotic UPR (CHOP) activation | CHO-CHOP luciferase reporter, luminescence; percent of tunicamycin response over DMSO baseline | activation, % at 10 µM | 0.34% of 330,000 active;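 active = at 10 µM dose, activation of 40% or more, normalized to positive control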;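 also: 100% = tunicamycin at 10 µg/mL and 0% = DMSO alone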
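measured by = luciferase luminescence | assay system = CHO-CHOP cells, stable luciferase reporter of PERK-eIF2a-CHOP signalling | amount = 500 reporter cells seeded per well | timing = 6 h compound exposure at 37 °C after overnight seeding | controls = positive tunicamycin 10 µg/mL, negative DMSO alone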
An asterisk follows results filed as active; · = no result given.

SMILES | tim23-1 inh | EBI2 antag | APJ agonist | XBP1 UPR activ | CXCR6 block | Mdm2 MdmX PPI | APJ antag | CCR6 antagonist | CHOP UPR activ
COc1cc(OC)cc(-c2nnc(NC(=O)c3ccc4c(c3)OCCO4)o2)c1 | -11 | -13 | -6 | -2 | 21 | 53* | 34 | 29 | -0.5
Cc1cc(C(=O)O/N=C(\N)c2ccc(C(C)(C)C)cc2)no1 | 70* | 9 | 1 | 2 | -15 | -103 | -12 | -17 | 6.3
O=c1[nH]n(-c2ccc([N+](=O)[O-])cc2)c(=O)c2ccccc12 | -9 | -7 | 2 | -1 | -1 | -1 | 2 | -1 | 1.5
CCCOc1ccc(-c2nc(SCc3ccccc3)[nH]c(=O)c2C#N)cc1OC | 12 | 1 | -4 | -4 | -7 | 2 | 9 | 8 | 1.1
O=C(NNC(=O)C1CCCC1)c1cc([N+](=O)[O-])cc([N+](=O)[O-])c1 | 15 | -13 | -1 | 2 | -5 | -4 | -3 | -11 | -0.7
O=C(CNC(=O)c1cccc(Br)c1)N/N=C/c1cccnc1 | -2 | 7 | -1 | -4 | -1 | 3 | -5 | 5 | 1.3
CC(C)(C)C(=O)Nc1c(Cl)cccc1OC(F)(F)F | 6 | 10 | 5 | 0 | 2 | 0 | -5 | 6 | 0.1
O=C(NNc1cccc(Cl)n1)Nc1cccc(Cl)c1 | 6 | 4 | 7 | -1 | -3 | 33 | -16 | -7 | -0.2
CCOC(=O)/C(C#N)=C1/C=CNC(=O)N1 | 2 | -3 | 0 | 0 | -3 | -4 | 12 | -11 | 0.9
O=c1ccc2cc(S(=O)(=O)NCc3ccccc3)ccc2[nH]1 | -8 | 0 | 0 | -1 | 0 | 26 | 7 | -1 | -1.2
Cc1cccc(C(=O)Nc2oc(-c3ccccc3)cc2C#N)c1 | 18 | 19 | 1 | -2 | 0 | 7 | 2 | 34 | -0.1
O=C(NCc1ccco1)C(c1cccnc1)N(C(=O)Cn1nnc2ccccc21)c1ccccc1 (configuration not stated) | 2 | -5 | -4 | -2 | -2 | 17 | 17 | -7 | -1.2
COc1ccccc1CC(=O)Nc1cccc(C(=O)NN2C(=O)c3ccccc3C2=O)c1 | 5 | -7 | 1 | -1 | -12 | 11 | -10 | -6 | -0.8
CN(C)C(=O)c1cccc(-c2csc(N3CCC(C(N)=O)CC3)n2)c1 | 19 | · | 0 | 2 | · | -6 | 11 | 7 | 5.5
Cc1cc(C)c(S(=O)(=O)N2CCCCC2CCNC(=O)C(=O)NCc2ccco2)c(C)c1 (configuration not stated) | 28 | 7 | -4 | -3 | 2 | 8 | -14 | 14 | 1.2
COc1cccc(C2CC(=O)Nc3cc4c(cc32)CCC4)c1 (configuration not stated) | 40 | -11 | -3 | 1 | -1 | 46 | 7 | 8 | -1.0
CC(=O)c1cccc(NC(=O)N2CCC(NC(=O)C3CCCCC3)CC2)c1 | 11 | 6 | -1 | -4 | 0 | 21 | 22 | 5 | -1.6
Cn1c2c(c(=O)n(C)c1=O)C1c3cc(Cl)ccc3OCC1CO2 (configuration not stated) | 1 | -7 | 0 | 2 | 2 | 5 | 21 | 2 | -1.5
O=C(CSc1nnc(-c2ccc(C(F)(F)F)cn2)o1)Nc1cccc(Cl)c1 | -7 | 10 | 0 | -1 | -6 | -84 | 17 | 5 | 2.1
CN1C(=O)c2ccccc2C(C(=O)NCc2ccco2)C1c1c[nH]c2ccccc12 (configuration not stated) | 13 | 11 | 1 | -4 | 2 | 27 | -10 | -6 | 2.8
Cc1[nH]c2ccccc2c1Cc1nnc(SCc2ccccc2)o1 | 12 | 12 | -4 | 0 | 6 | -7 | 48* | 1 | -1.7
CC(C)CNC(=O)CC(=O)N/N=C/c1ccc(F)cc1 | -10 | -6 | -2 | -3 | -10 | -14 | 5 | -1 | 2.2
Cc1ccccc1NC(=O)c1ccc(NC(=O)c2ccco2)cc1 | 29 | -8 | -4 | 1 | -1 | 13 | 14 | 6 | 0.1
COC(=O)c1cc2ccccc2n1Cc1ccc(Cl)nc1 | 10 | -9 | -2 | 0 | 1 | 11 | 17 | 12 | 0.0
Cc1ccc(C)n1C1CCS(=O)(=O)C1 (configuration not stated) | 5 | 1 | -3 | 0 | -4 | 5 | 11 | 18 | -0.2

Brought forward from above: 4 compounds, followed by the next part.
SMILES | tim23-1 inh | EBI2 antag | APJ agonist | XBP1 UPR activ | CXCR6 block | Mdm2 MdmX PPI | APJ antag | CCR6 antagonist | CHOP UPR activ
CC(C)CNC(=O)CC(=O)N/N=C/c1ccc(F)cc1 | -10 | -6 | -2 | -3 | -10 | -14 | 5 | -1 | 2.2
Cc1ccccc1NC(=O)c1ccc(NC(=O)c2ccco2)cc1 | 29 | -8 | -4 | 1 | -1 | 13 | 14 | 6 | 0.1
COC(=O)c1cc2ccccc2n1Cc1ccc(Cl)nc1 | 10 | -9 | -2 | 0 | 1 | 11 | 17 | 12 | 0.0
Cc1ccc(C)n1C1CCS(=O)(=O)C1 (configuration not stated) | 5 | 1 | -3 | 0 | -4 | 5 | 11 | 18 | -0.2
CCCCn1c(=O)[nH]c(=O)c2c1nc(CN1C(=O)c3ccccc3S1(=O)=O)n2CCC | 10 | 10 | -2 | 2 | 2 | -13 | 13 | 30 | -1.3
O=C(NCc1ccc(F)cc1)c1cc(C(=O)C2CC2)c[nH]1 | 16 | -2 | 1 | -3 | -2 | 10 | -21 | 6 | 0.1
CCn1c(O)c(/C=N/N=C2CCCC2)c2ccc(C3=NNC(=O)CC3)cc21 | 16 | 4 | -1 | 2 | -9 | -12 | 0 | 11 | 0.9
Cc1c(NCc2cccnc2)cccc1C(=O)O | 6 | -4 | -1 | -3 | -3 | -1 | -20 | 5 | -1.0
Nc1ccnn1Cc1ccc(Br)s1 | 2 | 0 | 0 | -2 | 5 | 18 | 0 | 6 | 0.3
COc1ccccc1-n1cnc2cc(NCc3ccccn3)ccc21 | 1 | 2 | 2 | -2 | 12 | 6 | 2 | -3 | -3.2
C=CCn1c(SCC2=C(C(=O)OCC)C(C)NC(=O)N2)nnc1C1CCCCC1 (configuration not stated) | 1 | -14 | -4 | 0 | 0 | 39 | 1 | 8 | -0.5
COc1ccccc1CNCCS(=O)(=O)NN1CCOCC1 | 15 | -10 | · | 0 | -4 | 17 | · | 12 | 0.8
NNC(=O)c1cc2sccc2s1 | 10 | -7 | 4 | -1 | -8 | 8 | 1 | -2 | -0.1
O=C(CSc1ccc2ccccc2c1)Nn1cnnc1 | -4 | -4 | -2 | -2 | -7 | -23 | -11 | 4 | 1.5
COc1ccc2c(c1)c(C(=O)N/N=C/c1ccc(Br)cc1)c(C)n2C | 32 | 19 | 0 | 1 | -8 | 56* | 14 | 2 | 0.9
CCc1ccccc1NNC(=O)c1cc(C)on1 | 13 | 1 | -1 | -2 | -2 | 19 | -27 | -6 | -0.7
COCc1cc(=O)n2[nH]c(SCc3ccccc3)nc2n1 | 4 | -3 | -5 | 2 | -1 | 22 | -20 | 6 | -2.8
CCCC(C)C(=O)Nc1ccc(S(=O)(=O)Nc2nccc(C)n2)cc1 (configuration not stated) | -5 | -15 | 0 | 0 | -1 | -24 | -25 | -2 | 1.0
CC(=O)N1CCOc2ccc(S(=O)(=O)NCC3CCC(C(=O)Nc4ncccc4C)CC3)cc21 (configuration not stated) | 12 | 6 | -1 | 3 | 11 | 23 | 20 | -2 | 1.4
COc1ccc(N2C(=O)N(Cc3ccc(C)cc3)c3ccccc3S2(=O)=O)cc1 | 30 | 7 | -2 | -1 | 9 | 22 | 7 | 8 | -2.1
COc1cccc(OCC(=O)O)c1 | 15 | 3 | 0 | 1 | -2 | 8 | -24 | 4 | 0.7
CC(C)[C@H](NC(=O)OCc1ccccc1)C(=O)OCC(=O)Nc1c(F)cccc1F | 20 | -13 | 1 | -1 | 6 | -22 | -3 | 9 | -1.0
COCCn1c(=O)[nH]c(=O)c2c(C(F)(F)F)cc(-c3cccs3)nc21 | -12 | 3 | -1 | 3 | -10 | 13 | 3 | 8 | 0.7
O=S(=O)(Nc1ccc(C(F)(F)F)cc1)c1cccs1 | 36 | 15 | -2 | -1 | -5 | -3 | 3 | -4 | 2.6
O=C(CCCOc1ccccc1)NN1C(=O)NC2(CCCCC2)C1=O | -6 | -24 | -5 | -2 | -7 | -17 | 2 | 8 | 1.5
COc1cc(NC(=O)Cn2cnc3c(OCc4ccccc4)ncnc32)cc(OC)c1OC | 20 | -15 | -3 | -3 | 0 | 33 | -9 | -17 | 1.1
CCC(=O)NC(Cc1ccccc1)c1ccc2c(c1)OCCCO2 (configuration not stated) | 8 | -1 | 4 | 0 | 8 | 32 | -6 | 10 | 0.6
Cc1nc2sc(C(=O)Nc3ccccc3Cc3ccccc3)c(C)c2c(=O)[nH]1 | -1 | 19 | -1 | 2 | -2 | 18 | 6 | -2 | -2.1
OCC[C@@H]1C[C@@H](O)[C@H](O)[C@@]2(CCc3ccccc3CO2)O1 | 11 | -15 | -4 | -2 | 0 | 7 | 4 | -7 | -1.8
The list continues:
SMILES | tim23-1 inh | EBI2 antag | APJ agonist | XBP1 UPR activ | CXCR6 block | Mdm2 MdmX PPI | APJ antag | CCR6 antagonist | CHOP UPR activ
CC(=O)c1sc(N/N=C\c2cccc(Br)c2)nc1C | 44 | 10 | 3 | -1 | -17 | -63 | -31 | 2 | 3.4
CC(Cc1ccc(Cl)cc1)N1CCC(n2nccc2NC(=O)C2CCCC2)CC1 (configuration not stated) | -10 | -3 | -7 | -2 | -7 | 17 | 8 | 17 | 0.5
Cc1c(Cl)cccc1NC(=O)CNC(=O)c1ccco1 | -2 | -9 | 0 | -2 | -16 | 4 | 7 | 0 | 1.7
Cc1ccc(CNC(=O)c2cnc3ccccc3n2)cc1 | 33 | 6 | -2 | -2 | -4 | -1 | 8 | 11 | 2.5
Cc1ccc(S(=O)(=O)N2CCn3cccc3C2C)cc1 (configuration not stated) | 26 | -3 | 2 | -2 | 3 | 5 | 13 | 5 | -2.2
Cc1ccc2[nH]c(C(=O)N/N=C/c3ccccc3O)c(C)c2c1 | 2 | 20 | -5 | 3 | -3 | 59* | 4 | 5 | 7.2
O=C(COc1ccccc1)NCC1COc2ccccc2O1 (configuration not stated) | -2 | -8 | 0 | -4 | 1 | 15 | -12 | 7 | 2.6
Cc1nn(CC(=O)Nc2ccccn2)c(C)c1Br | 18 | -7 | 6 | -2 | -4 | 10 | -8 | -4 | 2.0
COc1cc(C2C(C(=O)c3ccc(C)o3)=C(O)C(=O)N2c2cc(C)on2)ccc1OCc1ccccc1 (configuration not stated) | 11 | 1 | 0 | -4 | -5 | 2 | 22 | -1 | 3.8
Cc1cc(C)c(S(=O)(=O)N2CCCOC2CNC(=O)C(=O)NCc2ccncc2)c(C)c1 (configuration not stated) | 17 | -9 | 0 | 3 | 2 | -13 | 1 | 1 | -1.1

An excerpt (hit frequency here may not be typical).
